# RBX1-CUL1 inh = inhibitors of human ROC1-CUL1 ubiquitin ligase activity; in vitro K48 di-Ub FRET, acceptor:donor ratio, 45 min; 140,000 tested, 0.6% active; inhibition, % at 10 µM; AID 1347404; in the data active = inhibition above about 25%
# Target sequence (P62877 whole entry, looked up): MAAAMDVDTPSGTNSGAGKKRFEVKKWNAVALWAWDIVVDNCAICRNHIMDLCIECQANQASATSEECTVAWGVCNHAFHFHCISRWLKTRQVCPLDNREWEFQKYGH
# Target sequence (Q13616 whole entry, looked up): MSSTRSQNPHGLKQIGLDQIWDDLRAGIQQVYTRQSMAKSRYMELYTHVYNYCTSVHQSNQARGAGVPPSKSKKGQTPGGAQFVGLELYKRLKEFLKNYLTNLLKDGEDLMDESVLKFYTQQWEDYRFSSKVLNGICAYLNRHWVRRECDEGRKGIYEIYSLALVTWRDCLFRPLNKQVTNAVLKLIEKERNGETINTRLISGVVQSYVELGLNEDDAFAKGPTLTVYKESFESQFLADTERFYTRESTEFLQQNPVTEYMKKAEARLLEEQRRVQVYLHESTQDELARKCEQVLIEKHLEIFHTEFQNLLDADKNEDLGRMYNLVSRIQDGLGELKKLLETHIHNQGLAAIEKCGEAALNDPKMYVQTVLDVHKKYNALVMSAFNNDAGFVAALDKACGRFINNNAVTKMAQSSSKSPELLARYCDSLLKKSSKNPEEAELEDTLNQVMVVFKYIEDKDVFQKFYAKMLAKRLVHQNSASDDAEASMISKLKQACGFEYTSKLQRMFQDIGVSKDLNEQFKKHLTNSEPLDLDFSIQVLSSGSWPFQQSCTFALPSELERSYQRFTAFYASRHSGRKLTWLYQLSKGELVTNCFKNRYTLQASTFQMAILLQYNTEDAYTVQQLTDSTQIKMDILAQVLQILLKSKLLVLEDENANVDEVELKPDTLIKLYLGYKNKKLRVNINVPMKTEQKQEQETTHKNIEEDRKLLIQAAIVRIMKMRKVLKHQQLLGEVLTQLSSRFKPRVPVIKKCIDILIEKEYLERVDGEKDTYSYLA
# * = called active by the depositor. Not all compounds are listed; the hit share may differ from the screen's.
RBX1-CUL1 inh | SMILES
-13 | Fc1ccccc1N1CCN(c2ncc3c(n2)CCN(Cc2cc(Br)cs2)C3)CC1
-4 | CCOC(=O)C(NC(=O)c1ccc(F)cc1)(Nc1sc2c(c1C#N)CCCC2)C(F)(F)F (stereo not given)
7 | COC(=O)c1ccc(OC)c(CN2CCCN(Cc3ccc(C)cc3)S2(=O)=O)c1
0 | CN(C(=O)c1coc(COc2cccc3cnccc23)n1)C(C1CC1)C1CC1
7 | Cc1noc(NS(=O)(=O)c2ccc(NC(=O)c3cccc(Cl)c3)cc2)c1C
-9 | CCS(=O)(=O)N1CCC(C(=O)Nc2ccccc2SC)CC1
0 | CCn1c(=O)sc2cc(NS(=O)(=O)c3ccc(C)cc3)ccc21
7 | COc1ccc(NCc2nnc3n2CCCCC3)c(OC)c1
5 | C=CCO[C@H]1[C@H](NC(=O)CSC)c2ccccc2C12CCN(Cc1cc(CC(C)C)n[nH]1)CC2
-3 | CN1CCN(C(=O)c2cccc(Cl)c2Cl)CC1
-11 | CN(Cc1cccnc1)CC1CCCN(CCc2ccc(F)cc2)C1 (stereo not given)
-9 | Cn1nnc2c(N3CCN(c4cccc(C(F)(F)F)c4)CC3)ncnc21
-5 | CCCn1c(CCCNC(=O)c2ccccc2OC)nc2ccccc21
-4 | Cc1cccc(CCNC(=O)c2cc3c(=O)n(C)c4ccccc4c3n2C)c1
15 | CCN1CCN(C(=O)c2cc3c(=O)n4ccccc4nc3n2CCCOC)CC1
80* | COc1ccc(CCn2c(O)cc3nn(-c4nc5ccccc5s4)c(=O)c-3c2C)cc1
-7 | Clc1ccc(C2Nc3ccc4ccccc4c3C3C=CCC32)cc1 (stereo not given)
4 | CCOn1cnc2c1OC(OCC(=O)c1ccc(Cl)cc1)=NN2c1ccc(OC)cc1
5 | COc1ccc(NC(=O)Cc2ccc(Cl)cc2)cc1OC
-4 | O=C1CCCN1c1ccc(S(=O)(=O)NCc2ccccc2F)cc1
2 | O=C(Cn1ccc2cc(S(=O)(=O)N3CCCCCC3)ccc21)NCc1cccc(Cl)c1
3 | CCCc1cc(C(=O)N2CCN(c3ccccc3)CC2)cs1
0 | CC1=NC(=O)NC(c2ccc(Cl)cc2Cl)C1C(=O)OC1CCCCCCC1 (stereo not given)
5 | Cn1ccnc1CN1CCOC(CC2CCCCC2)C1 (stereo not given)

# Marked active in RBX1-CUL1 inh, among the entries above:
RBX1-CUL1 inh | SMILES
80* | COc1ccc(CCn2c(O)cc3nn(-c4nc5ccccc5s4)c(=O)c-3c2C)cc1

# Remaining list, next part
RBX1-CUL1 inh | SMILES
5 | CCn1c(/C(C#N)=C/c2ccccc2Cl)nc2ccccc21
8 | CCOC(=O)c1ccc(NC(=O)CCCSc2nc3sc4c(c3c(=O)[nH]2)CCC4)cc1
0 | CCn1nc(C)c(CNC2CCN(c3ccc(NC(=O)Cc4ccc(OC)cc4)cc3)CC2)c1C
-4 | CCN1CCC(NC(=O)c2ccc(C(C)(C)C)cc2)CC1
0 | CC1(C)CC(=O)C2C(=Nc3nc(-c4ccccc4)nn3C2c2ccccc2)C1 (stereo not given)
-2 | Cc1ccc(-c2nc(SCc3ccc(Br)cc3)n3[nH]c(=O)cc3n2)cc1
8 | CN(C)c1ccc(C=Nc2ccc3c(c2)ncn3C(C)(C)C)cc1
5 | COc1ccc(CCNC(=O)C(CC(C)C)N2Cc3ccccc3C2=O)c(OC)c1OC (stereo not given)
-14 | CCC1CCc2c(sc(NC(=O)c3cc([N+](=O)[O-])c(C)c([N+](=O)[O-])c3)c2C#N)C1 (stereo not given)
-7 | Cc1ccc2c(C)c(C(=O)N(Cc3ccc(N(C)C)cc3)Cc3ccco3)oc2c1C
-18 | COc1cc2c(cc1Cl)C(N1CCN(C)CC1)=Cc1ccc(C)cc1S2
-2 | CCC(=NCCC(C)C)C1N=C(c2ccc(Cl)cc2)OC1=O (stereo not given)
-2 | CC(=O)NCCNC(=O)CCCn1c(=O)[nH]c2ccsc2c1=O
-3 | O=c1c(Br)c(Br)cnn1CO
-2 | COc1ccc(C(=O)C(C)Oc2cccc(NC(=O)c3ccccc3C)c2)cc1 (stereo not given)
12 | COc1cccc(OC)c1-c1cnnc(N(C)Cc2n[nH]c3c2CCCC3)n1
-10 | O=C1CC(c2nc3ccccc3n2Cc2c(F)cccc2Cl)CN1c1cccc(C(F)(F)F)c1 (stereo not given)
-6 | CCOC(=O)c1c(NC(=O)CSc2cn(CCNC(=O)c3c(F)cccc3F)c3ccccc23)sc2c1CCCC2
5 | CCS(=O)(=O)n1nc(-c2ccco2)nc1NCc1ccc(C(C)C)cc1
6 | COC(=O)c1c(NC(=O)c2ccncc2)sc(C)c1C
-2 | CCOC(=O)CSc1nc2ccc(NC(=O)c3cccc(F)c3)cc2s1
-2 | Cc1nn(Cc2ccc(C(=O)Nc3ccon3)o2)c(C)c1Br
-3 | O=C1C(=O)N(CCn2c3ccccc3c3nc4ccccc4nc32)c2ccccc21
-13 | O=C(Nc1cc(OCC(F)(F)F)cc([N+](=O)[O-])c1)c1cnn2c(C(F)F)cc(-c3ccccc3)nc12
-2 | CCN1CCOC(=O)C1CC(=O)Nc1ccc(C(C)=O)cc1 (stereo not given)
10 | Cc1ccc(S(=O)(=O)Nc2cc(Sc3nc4ccccc4s3)c(O)c3ccccc23)cc1
8 | O=C(c1ccccc1)N1CCN(Cc2ccc(Cl)c(Cl)c2)CC1
10 | Cc1ccc2cc(CN(C)C(=O)c3cccc(Cl)c3)c(=O)[nH]c2c1
-1 | COC(=O)c1ccc(NC(=O)C2CC(O)CN2C(=O)OCC(C)C)cc1 (stereo not given)
-8 | Cc1c2cnn(CC(=O)N3CCN(c4ccccc4)CC3)c(=O)c2c(C)n1Cc1ccccc1Cl
3 | O=C(Cn1c(=O)n(-c2ccccc2)c(=O)c2ccc(C(=O)NCc3ccc4c(c3)OCO4)cc21)Nc1ccc(F)cc1
5 | O=[N+]([O-])c1ccc(Sc2ccc(Cl)c(Cl)c2)nc1
8 | Cc1nn(C)c2c1c(-c1ccccc1)cc(=O)n2Cc1c(F)cccc1Cl
1 | CCSc1ncc(Cl)c(C(=O)Nc2sc3c(c2C(=O)NC)CCCC3)n1
9 | O=C(NC(OC(=O)C12CC3CC(CC(C3)C1)C2)C(Cl)(Cl)Cl)OCC(F)(F)F (stereo not given)
1 | Cc1ccc(N2C(=O)/C(=C/c3ccc(N(C)C)o3)C(=O)NC2=S)c(C)c1
-13 | O=C(NCCCc1ccccn1)c1ccc(N2CCC[C@H]2CO)nc1
-8 | COc1ccc(C2=NN(S(=O)(=O)c3ccccc3)C(c3ccc(Br)cc3)C2)cc1 (stereo not given)
3 | Cc1cc(C)n(Cc2cc(C(=O)NCc3ccon3)n[nH]2)n1
2 | CC1=Nc2nnnn2C(c2ccc(N(C)C)cc2)C1C(=O)Nc1ccccc1 (stereo not given)
-2 | COc1cc(CNc2cc(C)cc(C)c2)c([N+](=O)[O-])cc1OC
1 | Cc1ccc2c(C(=O)N(C)Cc3cccnc3)cc(-c3cn[nH]c3)nc2c1C
-1 | COc1ccc(-c2cc(C(=O)N=C3C(=O)N(c4ccccc4)N(C)C3C)no2)cc1OC (stereo not given)
-4 | CC(=O)c1cccc(NC(=O)c2nc(-c3ccccc3)n(-c3ccccc3C)n2)c1
-3 | OC1CCN([C@@H]2CCN(C3CCCCC3)C[C@H]2O)CC1
96* | Cc1ccc(-c2ccc(/C=C3/SC(=S)NC3=O)o2)c(Br)c1
7 | CN(C)c1ccc(N2CN(Cc3ccccc3)CSC2=S)cc1
2 | CCOc1ccc(OCC)c(NC(=O)CN(C)S(=O)(=O)c2ccc3[nH]c(=O)oc3c2)c1
-5 | COc1ccccc1NC(=O)c1cnc(SCC(=O)N2CCCc3ccccc32)n(C)c1=O
3 | CCc1cccc(C)c1NC(=O)c1cc(CN2CCCC2)on1
7 | CC(=O)c1ccc(N2CCN(S(=O)(=O)c3ccc4[nH]c5c(c4c3)CCCC5)CC2)cc1
-3 | O=c1ccccn1CCCCn1ccccc1=O
-2 | C(#Cc1ccccc1)C1=C(c2cccc3ccccc23)CCCC1
-5 | Cn1c2c(c(=O)n(C)c1=O)C(c1ccc(O)c(O)c1)C1C(=O)c3ccccc3C1=N2 (stereo not given)
-2 | CCOc1ccccc1-c1nc(CN(C)C(C)c2nc(C)cs2)c(C)o1 (stereo not given)
6 | COc1ccc(C(CC(=O)NCc2ccncn2)c2ccccc2)cc1 (stereo not given)

# (continued)
RBX1-CUL1 inh | SMILES
-7 | Cc1cc(C)cc(NC(=O)CSc2nc(-c3cccc(Cl)c3)nc3c2Cc2c(CO)cnc(C)c2O3)c1
3 | COc1cccc(CN2CCC(n3cc(C4CC4)nn3)CC2)c1
3 | Cn1c(=O)[nH]c(=O)c2c1nc1n2CCCN1c1ccc(O)cc1
4 | Cc1ccc(NC(=O)CCc2nnc3n(C)c(=O)c4sccc4n23)cc1C
3 | Brc1ccc(-c2nncnn2)cc1
8 | CCc1ccc(-c2cn3c(C(=O)N(C)C4CCOCC4)csc3n2)cc1
0 | CCOC(=O)C1=NN(c2ccc(OC)cc2)C(c2ccccc2)CC1=O (stereo not given)
-9 | COc1ccc(CCNC(=O)CCc2c(C)nc3c4cccnc4nn3c2C)cc1OC
8 | N#CC1C(=N)C(C#N)(C#N)C2=CCN(Cc3ccccc3)CC2C1c1cccc(F)c1 (stereo not given)
-2 | CC(C)C(C(=O)Nc1ccc(S(=O)(=O)Nc2nccs2)cc1)N1C(=O)c2ccccc2C1=O (stereo not given)
-1 | COc1ccc(CNC(=O)C2CCN(c3nc4ccc(C)cc4[nH]3)CC2)cc1
2 | CCCCc1ccc(-n2nc3cc(C)c(NC(=O)c4ccc(C#N)cc4F)cc3n2)cc1
-3 | Cc1cccc(C)c1NC(=O)Cn1c(=O)n(CCCS(=O)(=O)C2CCCCC2)c(=O)c2ccccc21
-1 | COc1ccc(Cl)cc1N=CC1C(=O)CC(c2ccccc2)CC1=O (stereo not given)
8 | c1ccc2c(c1)nc1n2CCOCCOCCn2c(nc3ccccc32)CC1
2 | CCc1ccccc1N1C(=O)CN(S(=O)(=O)CC)CC1(C)C(=O)NC1CCCCC1 (stereo not given)

# Five records drawn at random from the list so far, as already listed:
RBX1-CUL1 inh | SMILES
-3 | Cc1cccc(C)c1NC(=O)Cn1c(=O)n(CCCS(=O)(=O)C2CCCCC2)c(=O)c2ccccc21
-1 | COc1ccc(CNC(=O)C2CCN(c3nc4ccc(C)cc4[nH]3)CC2)cc1
-2 | CC(C)C(C(=O)Nc1ccc(S(=O)(=O)Nc2nccs2)cc1)N1C(=O)c2ccccc2C1=O (stereo not given)
2 | CCCCc1ccc(-n2nc3cc(C)c(NC(=O)c4ccc(C#N)cc4F)cc3n2)cc1
2 | CCc1ccccc1N1C(=O)CN(S(=O)(=O)CC)CC1(C)C(=O)NC1CCCCC1 (stereo not given)

# New compounds follow.
RBX1-CUL1 inh | SMILES
4 | CCCc1cc(C(=O)N2CCC3(CC2)c2ccccc2[C@@H](NC(=O)CC)[C@@H]3OC)n(C)n1
5 | CCCC(=O)N1CCN(S(=O)(=O)c2ccc(C)c(C)c2)CC1
-11 | COc1cc(OC)c(NC(=O)c2c(C)oc3nc(C)nc(N4CCOCC4)c23)cc1Cl
-4 | CCCOc1ccc(/C=N/NC(=O)CN(Cc2ccccc2Cl)S(=O)(=O)c2ccc(Cl)cc2)cc1OCC
1 | O=C1c2ccccc2C(O)(c2ccccc2)N1c1ccc(I)cc1 (stereo not given)
-6 | Cc1ccc(-c2cc(C(=O)NCCc3ccccc3)c3c(-c4ccc(C)cc4)[nH]nc3n2)cc1
-5 | Cn1cc(-c2cc3n(n2)CCC(=O)N3CC(=O)O)c2ccccc21
-7 | CC1=Nc2nc(-c3ccccc3Cl)nn2C(c2ccc(F)cc2)C1C(N)=O (stereo not given)
-5 | O=C(c1ccc2c(c1)OCCO2)N1CCN(c2ccccc2Cl)CC1
-1 | COc1ccc2c(c1)CCc1c(C(=O)Nc3c(C)nn(Cc4ccc(Cl)c(Cl)c4)c3C)noc1-2
7 | Cc1nnc(-c2cccc(NC(=O)C3CCN(C(=O)C(C)N4CCOCC4)CC3)c2)s1 (stereo not given)
7 | CC1c2[nH]c3ccccc3c2CC2C(=O)N(c3ccc(F)c(Cl)c3)C(=S)N21 (stereo not given)
-3 | CC1CC(C(F)F)n2nc(C(=O)O)cc2N1 (stereo not given)
-1 | O=C(Nc1ccc2nc(SCC(=O)N3CCc4ccccc43)sc2c1)c1cccc(Cl)c1
-4 | Cc1ccccc1Nc1nnc(-c2ccc(C)c(S(=O)(=O)N3CCOCC3)c2)c2ccccc12
6 | Cc1nnc(NC(=O)C2CCCCC2)s1
-3 | CCCC(=O)N1CCCC1C(=O)Nc1cccc(-n2cccn2)c1 (stereo not given)
5 | COc1ccc(C(=O)NCc2ccc(Cl)cc2)cc1
5 | CCCc1nn(C)c(C(=O)Nc2ccc(C)c(C)c2)c1Cl
-8 | COc1ccc(C(=O)C2C(=O)C(=O)N(CCCN(C)C)C2c2ccc(C)cc2)cc1OC (stereo not given)
-1 | CCOc1ccc(S(=O)(=O)C2C=Nc3ccccc3C2=O)cc1 (stereo not given)
-2 | Cc1ccccc1NC(=O)Nc1csc2c1CCCC2
-1 | COc1ccc(CSc2nc3ccc(I)cc3c(=O)n2-c2ccccc2)cc1
2 | Cn1cc(-c2nc3c(cnn3Cc3cccc(F)c3)[nH]2)cn1

# Some of the entries so far, with bars between the fields.
molecule | RBX1-CUL1 inh
COc1cc(CNc2cc(C)cc(C)c2)c([N+](=O)[O-])cc1OC | -2
Cc1ccc2c(C(=O)N(C)Cc3cccnc3)cc(-c3cn[nH]c3)nc2c1C | 1
COc1ccc(-c2cc(C(=O)N=C3C(=O)N(c4ccccc4)N(C)C3C)no2)cc1OC (stereo not given) | -1
CC(=O)c1cccc(NC(=O)c2nc(-c3ccccc3)n(-c3ccccc3C)n2)c1 | -4
OC1CCN([C@@H]2CCN(C3CCCCC3)C[C@H]2O)CC1 | -3

# The list continues:
RBX1-CUL1 inh | SMILES
-7 | COc1cc(/C=N\NC(=O)c2cccc(Cl)c2)ccc1OCC(=O)Nc1ccc(C)c(C)c1
-1 | N=C1CC(=O)Nc2nnc(SCCc3ccccc3)n21
-10 | Cc1ccc(O)c(NC(=O)c2cc3n(n2)C(C(F)(F)F)CC(c2ccco2)N3)c1 (stereo not given)
-11 | Oc1c(Cl)cc(Cl)c2c1NCCC2

# From PubChem BioAssay
